TDP1 inh – inhibitors of human tyrosyl-DNA phosphodiesterase TDP1 | Q9NUW8 | recombinant TDP1, AlphaScreen DNA substrate cleavage | Potency, µM (top dose mostly 130 µM), for inactives: top-dose activity change, negative = inhibition, usual class: inhibitors | hit rate 0.28% among 350,000; further: nearly all actives have a fitted effect of over 40% in size
Target sequence (Q9NUW8 whole entry, looked up): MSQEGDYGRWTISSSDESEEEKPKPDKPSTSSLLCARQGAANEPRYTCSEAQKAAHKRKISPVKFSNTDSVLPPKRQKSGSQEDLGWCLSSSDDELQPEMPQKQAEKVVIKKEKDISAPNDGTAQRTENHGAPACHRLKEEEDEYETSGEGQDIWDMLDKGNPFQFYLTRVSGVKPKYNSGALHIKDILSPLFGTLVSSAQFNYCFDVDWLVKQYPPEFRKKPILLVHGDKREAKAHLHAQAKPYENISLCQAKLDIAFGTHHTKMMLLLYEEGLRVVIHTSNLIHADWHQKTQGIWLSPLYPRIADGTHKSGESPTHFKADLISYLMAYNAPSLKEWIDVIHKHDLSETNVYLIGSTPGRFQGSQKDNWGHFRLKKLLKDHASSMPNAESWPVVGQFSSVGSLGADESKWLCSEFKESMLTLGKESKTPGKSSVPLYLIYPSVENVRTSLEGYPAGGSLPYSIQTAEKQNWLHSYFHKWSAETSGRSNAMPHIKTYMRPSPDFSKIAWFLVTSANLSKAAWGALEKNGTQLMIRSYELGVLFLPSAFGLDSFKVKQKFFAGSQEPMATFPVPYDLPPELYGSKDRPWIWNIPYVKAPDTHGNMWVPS
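Tdp1 1 nM final; 15 min RT w/ cpd; substrate 15 nM, 5 min; beads 10 ug/ml, 10 min; AlphaScreen read. Neg ctrl: no enzyme.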
N370S GC mod – N370S glucocerebrosidase modulation, Gaucher chaperone candidate | Potency, µM (titrated, usually from 59.4 µM), for inactives: at the highest dose activity change, negative = inhibition, actives largely listed as inhibitors | P04062 | hit rate 0.092% among 330,000 | N370S GC spleen homogenate, 4MU-glucoside fluorescence;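 further: 0% = full enzyme activity and -100% = no enzyme basal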
FEN1 inhibitor – blocks human flap endonuclease 1; P39748; Recombinant FEN1 flap cleavage, fluorescence, 15 min; Potency, µM (top dose mostly 114 µM), for inactives: top-dose activity change, negative = inhibition, actives largely listed as inhibitors; hit rate 0.35% among 390,000; AID 588795; further: nearly all actives have a fitted effect of over 65% in size
Target sequence (P39748 whole entry, looked up): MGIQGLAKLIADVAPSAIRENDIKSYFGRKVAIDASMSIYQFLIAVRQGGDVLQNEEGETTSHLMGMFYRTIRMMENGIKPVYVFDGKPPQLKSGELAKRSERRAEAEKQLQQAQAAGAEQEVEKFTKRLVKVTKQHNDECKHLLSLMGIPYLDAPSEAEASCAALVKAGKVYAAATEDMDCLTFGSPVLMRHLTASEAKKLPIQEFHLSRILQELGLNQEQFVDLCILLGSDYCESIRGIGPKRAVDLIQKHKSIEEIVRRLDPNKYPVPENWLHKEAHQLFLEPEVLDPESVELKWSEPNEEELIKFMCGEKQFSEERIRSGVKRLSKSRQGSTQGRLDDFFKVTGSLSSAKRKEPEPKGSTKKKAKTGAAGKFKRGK
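FEN1 at 10 nM preincubated with compounds 15 min at room temperature, then flap DNA substrate added at 50 nM final. Signal read at 0 and 15 min; concentration-response fitted with four-parameter Hill equation.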
An asterisk follows results filed as active; ? = inconclusive; · = not tested or not shown; [ ] = remark or other dose. The call rests on the fitted dose curve; in most records, active means well fitted curve in the direction sought with a large enough effect; inconclusive means small, poorly fitted or top-dose-only effect, or another doubt; inactive means no such curve, though single readings can be large; an effect the other way counts as inactive or inconclusive. Unless noted, on the % scale 0 is the no-effect control and ±100 the full control effect; potency means the concentration at half of the fitted maximal effect.

structure	TDP1 inh	N370S GC mod	FEN1 inhibitor
Cc1ccc(C(=O)Nc2nc(-c3nnn(-c4cccc(Cl)c4C)c3C)ns2)cc1C	0%	·	-2%
COc1ccc(NC(=O)c2cc3c(s2)-c2c(C)cccc2OC3)cc1Cl	0%	·	-24%
COCCN1C=C(C(=O)OC)C(c2ccc(Cl)cc2)C(C(=O)OC)=C1	-1%	4%	6%
CCc1cnc2c(c1SCC(=O)NCc1ccc(C)cc1)c(=O)n(C)c(=O)n2C	-10%	·	-5%
CC(C)OCCCNC(=O)c1cc2c(-c3ccc(Cl)cc3)nn(C)c2s1	-2%	·	-7%
CCc1cccc(NC(=O)c2ccc(NS(=O)(=O)c3c(C)noc3C)cc2)c1	2%	10%	-5%
COc1ccc(Cl)cc1NC(=O)CN(C)C(=O)CCCc1c[nH]c2ccccc12	8%	1%	5%
O=C(O)C1(c2ccccc2)CCC(Nc2ccccc2)C1 (stereo unspecified)	·	2%	17%
O=C(Nc1ccncc1)c1ccc(Br)cc1	·	-3%	-7%
CC(=O)Nc1ccc(NC(=O)C(C)OC(=O)CNC(=O)c2sc3ccccc3c2Cl)cc1 (stereo unspecified)	1%	15%	-2%
O=C(Cc1ccc(F)cc1)Nc1ccccc1Sc1ccccc1	0%	6%	?
CCCCCCS(=O)[C@H]1CS(=O)(=O)C[C@@H]1S(=O)CCCCCC (stereo partly specified)	3%	2%	-8%
COc1ccc(C)cc1NC(=O)C1CCN(C(=O)c2ccc(C(C)(C)C)cc2)CC1	·	-3%	-17%
COc1ccc(CN(C)CC(=O)N(C)CC(=O)Nc2ccccc2Br)cc1F	0%	·	0%
CCN1C(=O)c2ccccc2Sc2ccc(NC(=O)N3CCN(c4cc(C)ccc4C)CC3)cc21	-14%	·	-7%
CC(=O)Nc1ccc(N(C(=O)c2ccccn2)C(C(=O)NC2CCCCC2)c2ccc(F)cc2)cc1 (stereo unspecified)	11%	1%	-11%
Cc1nc2c(c(C)c1CCC(=O)N1CCN(c3ccccc3)CC1)c(=O)n(C)c(=O)n2C	5%	·	13%
Cc1nnc(SCC(=O)NC2CCCC(C)C2C)n1N (stereo unspecified)	0%	·	0%
NC(=O)c1cc(S(=O)(=O)NCCc2ccc(Cl)cc2)cs1	2%	-11%	19%
CC(C)OCCCNC(=O)CN1C(=O)/C(=C/c2ccccc2)Sc2ccccc21	2%	?	-2%
COc1ccc(CC(=O)Nc2cccc(S(=O)(=O)N3CCCCC3)c2)cc1	0%	·	-24%
Cc1cc(C)cc(-n2ccnc2SCC(=O)Nc2ccc(C)cc2C)c1	13%	·	-5%
CCOC(=O)c1ccccc1NC(=O)C1CC(=O)N(C(C)(C)C)C1 (stereo unspecified)	·	1%	-11%
CCOC(=O)c1snc(C(=O)NC2CCCCC2)c1N	10%	3%	4%
O=C(CSc1ccccn1)N/N=C/c1cc([N+](=O)[O-])ccc1O	9%	10%	-1%
CCC(C)N(C(=O)CSc1nnc(C)n1C)C1CCS(=O)(=O)C1 (stereo unspecified)	-4%	1%	12%
CCC(=O)NCCc1nc2cc(NC(=O)c3cccs3)ccc2n1C	3%	-13%	0%
Cc1ccc(C)c(NC(=O)CCN2C(=O)c3ccccc3C2=O)c1	·	0%	20%
O=C(CSc1nnc(COc2ccccc2)n1-c1ccccc1)c1cccs1	4%	19%	-3%
O=C(CCl)NC1(C(F)(F)F)C(=O)Nc2c1c(=O)[nH]c(=O)n2-c1ccccc1 (stereo unspecified)	7%	6%	3%
Cc1cc(OCC(=O)Nc2ccc3oc(=O)ccc3c2)ccc1Cl	0%	-9%	-6%
CCN(CC(=O)NCc1ccc(Cl)cc1)C(=O)c1oc2ccccc2c1C	1%	-8%	-5%

Sorted by molecular weight (falling): three of the compounds above.
structure	TDP1 inh	N370S GC mod	FEN1 inhibitor
O=C(CCl)NC1(C(F)(F)F)C(=O)Nc2c1c(=O)[nH]c(=O)n2-c1ccccc1 (stereo unspecified)	7%	6%	3%
CCN(CC(=O)NCc1ccc(Cl)cc1)C(=O)c1oc2ccccc2c1C	1%	-8%	-5%
CCC(=O)NCCc1nc2cc(NC(=O)c3cccs3)ccc2n1C	3%	-13%	0%

Continued.
structure	TDP1 inh	N370S GC mod	FEN1 inhibitor
Cc1ccc(Cl)cc1NC(=O)Cn1c(=O)n(Cc2ccccc2)c(=O)c2oc3ccccc3c21	3%	·	6%
COc1ccc2nc(N3CCCC(C(=O)NCCCN4C(C)CCCC4C)C3)sc2c1 (stereo unspecified)	-4%	-11%	-4%
CCN(Cc1nc2cc(Cl)ccc2c(=O)[nH]1)C(=O)c1cccc(NC(=O)c2cccs2)c1	2%	·	-1%
Nc1ccc2nc(-c3ccc(Cl)cc3)[nH]c2c1	6%	-15%	?
N#Cc1ccc(Oc2ccc(/C=N/O)cn2)cc1	6%	-3%	2%
COc1ccc(S(=O)(=O)Nc2ccccc2C(=O)N2CCCC2)cc1C	0%	4%	-3%
COc1ccc(CN(CC(=O)NCCc2ccccc2)C(=O)CCC(=O)Nc2cc(C)ccn2)cc1	·	-4%	-11%
COc1ccc(C(=O)NCCn2cc(SCC(=O)NCc3ccco3)c3ccccc32)cc1	10%	8%	-11%
COCCNC(=O)c1ccc(C(=O)C(=O)c2ccccc2)cc1	2%	-2%	-6%
Cc1cc(C(=O)Nc2ccc(CC(=O)O)cc2)c(C)o1	4%	3%	10%
COCCn1c(=N)c(S(=O)(=O)c2ccc(Br)cc2)cc2c(=O)n3ccccc3nc21	4%	8%	0%
Cc1cc(C)cc(OCc2cc(=O)n3cc(C)sc3n2)c1	4%	·	17%
Cc1ccc(C(C(=O)NC2CCCCC2)N(C(=O)c2csnn2)c2ccccc2F)o1 (stereo unspecified)	8%	-3%	-5%
CCCCCCNCc1ccc(Br)cc1	1%	-12%	-6%
O=C(NCc1cccs1)c1cccnc1Cl	0%	-5%	9%
CCCOc1ccc(OCCSc2ncccn2)cc1	2%	3%	4%
CC(C)C(NC(=O)c1ccco1)C(=O)OCC(=O)c1ccccc1 (stereo unspecified)	3%	2%	-6%
CCOC(=O)c1cnc(SSc2ncc(C(=O)OCC)c(N)n2)nc1N	·	-3%	-19%
COc1ccc(C(=O)c2ccccc2Cl)cc1	4%	5%	13%
O=C(CCNS(=O)(=O)c1ccccc1C(F)(F)F)N1CCCCCCC1	0%	·	-16%
CCOC(=O)c1ccc(CSc2ncn[nH]2)o1	-2%	0%	1%
Cc1ccc(C(=O)COc2ccccc2N2C(=O)c3ccccc3C2=O)cc1	0%	5%	5%
COc1cccc(C2C=C(c3cccs3)Nc3ncnn32)c1OC (stereo unspecified)	7%	-26%	0%
NS(=O)(=O)c1cccc(NC(=O)CCS(=O)(=O)c2ccc(Cl)cc2)c1	1%	-1%	17%
C=C(C)C(=O)N1CC2(CC(c3cccc(NC(=O)/C(C)=C\C)c3)=NO2)C[C@H]1C(N)=O (stereo partly specified)	-2%	11%	11%
COc1ccc(C(=O)NC2CC2)cc1OC1CCN(C/C=C/c2ccccc2)CC1	5%[56.1 µM]	-11%	0%
CCCOc1cccc(C2/C(=C(/O)c3ccc(F)cc3)C(=O)C(=O)N2CCN(C)C)c1 (stereo unspecified)	0%	-2%	-8%
CCOc1ccc(-c2cccc(NC(=O)COc3ccccc3)c2)nn1	3%	3%	-7%
N#C/C(=C/c1ccccc1OCc1ccc(F)cc1)c1ccc(C(=O)O)cc1	·	-3%	-4%
Cc1cccc(NC(=S)N2CCN(c3ccccc3F)CC2)c1C	2%	4%	3%
Cc1cc(COc2ccccc2)oc1C(=O)O	·	-12%	-4%
O=C(C1CCC1)N(CCc1ccccc1)Cc1nc2ccccc2c(=O)[nH]1	-3%	26%	4%
CCOc1cc(Cl)c(S(=O)(=O)n2ccnc2)cc1Cl	3%	·	18%
CC/C=C/C(=O)N1CC2(CC(c3cccc(NC(=O)CCCCC)c3)=NO2)C[C@H]1C(N)=O (stereo partly specified)	2%	-1%	1%
Cc1ccccc1NC(=O)N1CCc2c(sc3c2CCCC3)C1c1ccccc1 (stereo unspecified)	-4%	·	10%
CCOCCCN(C(=O)c1snc(C(N)=O)c1N)C(C(=O)NC1CCCC1)c1ccc(F)cc1 (stereo unspecified)	·	4%	1%
Cc1cc(C(=O)CSc2ccccc2)cc(C)c1O	·	-13%	12%
O=C(CSc1nccn1-c1cccc(Cl)c1)NO	0%	-5%	-2%
Cn1cc(C(=O)N2CCCCCC2)c(=O)c2cc(S(=O)(=O)N3CCCCC3)ccc21	-2%	?	5%
O=C1CC(=O)N(CCc2ccccc2)C(=O)N1CCc1ccccc1	1%	-7%	?
CCOc1ccc(NC(=O)CCC(=O)c2ccc(OC)cc2)cc1	1%	-2%	18%
Cc1ccc(C(=O)Nc2cccc(-c3ccc(N4CCOCC4)nn3)c2)cc1	1%	-5%	-1%
C/C(=N/NC(=O)OC(C)(C)C)c1ccco1	5%	7%	5%
COc1cc(S(=O)(=O)N2CCOCC2)ccc1NC(=O)COC(=O)c1ccc(Cl)nc1	-9%	·	20%
O=C(NC(=S)Nc1ccc(N2CCCCC2)c(Cl)c1)c1ccc2c(c1)OCCO2	8%	8%	-2%
CCC(C)(C)C1CCc2[nH]nc(C(=O)O)c2C1 (stereo unspecified)	-2%	-6%	-16%
CC(C)COP(=O)(OCC(C)C)C(O)c1ccc(F)cc1 (stereo unspecified)	3%	-3%	-7%
CC1CCCN(CCCNC(=O)Cn2ncc3c([nH]c4ccccc43)c2=O)C1 (stereo unspecified)	2%	·	18%

Some of these compounds in order of the N370S GC mod value, falling:
SMILES	N370S GC mod
O=C(NC(=S)Nc1ccc(N2CCCCC2)c(Cl)c1)c1ccc2c(c1)OCCO2	8%
C/C(=N/NC(=O)OC(C)(C)C)c1ccco1	7%
CCOc1ccc(NC(=O)CCC(=O)c2ccc(OC)cc2)cc1	-2%
CCC(C)(C)C1CCc2[nH]nc(C(=O)O)c2C1 (stereo unspecified)	-6%

The list goes on.
structure	TDP1 inh	N370S GC mod	FEN1 inhibitor
Cc1ccc(S(=O)(=O)N2CCC(C(=O)N3CCC[C@H]3C(=O)NCC(C)C)CC2)cc1	1%	-15%	-13%
Cn1c(=O)sc2cc(NS(=O)(=O)c3ccc(C(C)(C)C)cc3)ccc21	5%	·	-5%
CC(C)CCn1c(NCCN(C)C)nc2c1c(=O)[nH]c(=O)n2C	0%	-9%	0%
CN(C)CCCN(C(=O)c1cc(-c2cccs2)nc2ccccc12)c1nc2ccc(F)cc2s1	5%	?	7%
CCc1cccc(C)c1NC(=O)Cn1c(=O)cc(C(F)(F)F)c2c(C)nn(C)c21	2%	·	-3%
CCOC(=O)c1ccc(N2CCN(c3cc(C)ccc3C)CC2)c(NC(=O)Nc2ccc(Cl)cc2)c1	3%	·	15%
CC(=O)O[C@H]1CC[C@@]2(C)C(=CC[C@H]3[C@@H]4CC[C@H](C5(C)OCCO5)[C@@]4(C)CC[C@@H]32)C1	0%	-6%	-6%
Clc1ccc(-c2nn3c(-c4ccccc4)nnc3s2)cc1	-1%	-11%	7%
O=C(Nc1cccc(NC(=O)c2ccccc2Cl)c1)c1ccc([N+](=O)[O-])o1	0%	-26%	-21%
O=[N+]([O-])c1cccc(CN2CCN(Cc3ccco3)CC2)c1	·	-16%	-11%
CCN(c1ccccc1)S(=O)(=O)c1c(C)noc1C	-18%	-4%	-1%
COc1cc(NC(=O)CN2CCN(c3ccccc3F)CC2)c(C)cc1[N+](=O)[O-]	1%	-4%	13%
C=CCc1c(C)nc2nc(SCC(=O)Nc3ccc(C)c(C)c3)nn2c1C	0%	·	3%
Cc1ccccc1CN1C[C@@H]2C[C@@H](c3cn(C)nc3-c3ccccc3)N3CCC[C@@]23C1=O	6%	-2%	2%
O=C(NN=C(Cc1ccccc1)Cc1ccccc1)c1ccncc1	2%	1%	-17%
CCNc1nc2c(c(=O)[nH]c(=O)n2C)n1Cc1ccc(F)cc1	5%	8%	3%

Some entries already given, limited to TDP1 inh and FEN1 inhibitor:
molecule | TDP1 inh | FEN1 inhibitor
O=C(Cc1ccc(F)cc1)Nc1ccccc1Sc1ccccc1 | 0% | ?
CC(C)C(NC(=O)c1ccco1)C(=O)OCC(=O)c1ccccc1 (stereo unspecified) | 3% | -6%
O=C(NCc1cccs1)c1cccnc1Cl | 0% | 9%
COc1cccc(C2C=C(c3cccs3)Nc3ncnn32)c1OC (stereo unspecified) | 7% | 0%
CCCCCCS(=O)[C@H]1CS(=O)(=O)C[C@@H]1S(=O)CCCCCC (stereo partly specified) | 3% | -8%
CCCOc1ccc(OCCSc2ncccn2)cc1 | 2% | 4%
CCN(CC(=O)NCc1ccc(Cl)cc1)C(=O)c1oc2ccccc2c1C | 1% | -5%

(cont.)
structure	TDP1 inh	N370S GC mod	FEN1 inhibitor
C=CCc1cccc2cc(C(=O)NC3CCCC3)c(=O)oc12	0%	19%	2%
COc1ccc(C2=NS(=O)(=O)N(C)C(C(=O)NCc3ccc4c(c3)OCO4)=C2)cc1	·	-17%	0%
Cc1ccc2c(=O)c3cccc(CC(=O)O)c3oc2c1C	-14%	-3%	·
C/C(=N\NC(=O)c1nnn(-c2nonc2N)c1C(C)C)c1ccc2ccccc2c1	-6%	-6%	17%
CC(C)=NNC(=O)C1=NNC(=O)C1	-6%	-4%	17%
